# Screening data (PubChem)
# Rab7 wt modul: modulators of GTP binding to Rab7, primary screen, biochemical, wildtype, multiplex bead flow cytometry. Rab7 GTPase wild type (dog), Bodipy-FL-GTP binding. GST-Rab7 beads, fluorescent GTP binding; actives lie on both sides; untreated = 100%, excess cold GTP = 0%. GTP binding activity (percent of control), % at 10 µM. hit rate 0.055% among 190,000;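 active means fluorescent GTP binding to Rab7 beads changed by at least 20 points from the 100% baseline, either direction, mostly lower; inconclusive means compound itself probably fluorescent, or too few beads counted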;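 further: median green fluorescence of bound Bodipy-FL-GTP per Rab7 bead population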
# Bim-Bcl-XL: inhibitors of Bim-Bcl-XL binding, primary screen, biochemical, multiplexed, bead flow cytometry, human Bcl-XL; Bcl-2-like protein 1 (Homo sapiens), Q07817; Bim peptide-Bcl-XL binding, fluorescence; inhibition, % at 10 µM; hit rate 0.04% among 190,000; AID 1007, 2008
# Rac1 wt GTP bind: wildtype Rac1 GTP binding modulators, primary screen, biochemical, GST-Rac1 beads, flow cytometry, multiplex; hit rate 0.27% among 190,000; GTP binding activity (% of control), % at 10 µM; Ras-related C3 botulinum toxin substrate 1 (Homo sapiens), P63000; fluorescent GTP binding; actives lie on both sides; 0 = cold GTP competed, 100 = untreated;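 active means GTP binding activity at least 20 points away from the 100% control level, either lower or higher; inconclusive means compound flagged as likely green fluorescent, judged across all proteins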
# Bim-Bcl-B: inhibitors of Bim-Bcl-B binding, primary screen, biochemical, multiplexed, human Bcl-2 family | Bcl-2-like protein 10 (Homo sapiens), Q9HD36 | inhibition, % at 10 µM | AID 951, 2007 | bead-based flow cytometry, Bim peptide-Bcl-B binding | hit rate 0.073% among 190,000;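 further: 0% = tracer peptide without compound and 100% = reference inhibitor peptide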
# Target sequence (Q9HD36 whole entry, looked up): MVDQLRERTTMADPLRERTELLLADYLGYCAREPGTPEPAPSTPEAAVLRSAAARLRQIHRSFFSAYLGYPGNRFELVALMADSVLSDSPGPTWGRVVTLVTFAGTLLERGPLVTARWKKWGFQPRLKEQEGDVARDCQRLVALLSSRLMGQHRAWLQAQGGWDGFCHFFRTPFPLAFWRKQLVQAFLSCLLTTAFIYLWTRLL
# Bcl-W Bim block: inhibitors of Bim binding to Bcl-W, primary screen, biochemical, multiplexed, bead-based flow cytometry; Bim peptide-Bcl-W binding; AID 952, 2007; inhibition, % at 10 µM; Bcl-2-like protein 2 (Homo sapiens), Q92843; hit rate 0.02% among 190,000;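 further: 0% = bound tracer without compound and 100% = peptide blocker; higher means less fluorescent Bim peptide bound to Bcl-W beads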
# Target sequence (Q92843 whole entry, looked up): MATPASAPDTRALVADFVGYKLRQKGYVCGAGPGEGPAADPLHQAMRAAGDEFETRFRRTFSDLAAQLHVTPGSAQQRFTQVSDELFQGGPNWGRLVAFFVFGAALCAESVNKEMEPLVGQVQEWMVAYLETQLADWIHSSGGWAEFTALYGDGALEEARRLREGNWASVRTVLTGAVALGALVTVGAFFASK
# Rac1 act GTP bind: GTP binding modulators of activated mutant Rac1, primary screen, biochemical, bead-based flow cytometry, multiplex, fluorescent GTP | hit rate 0.11% among 190,000 | Ras-related C3 botulinum toxin substrate 1 (Homo sapiens), P63000 | GST-Rac1 activated beads; actives lie on both sides; 100% means binding = to untreated wells | AID 764, 2007 | percent activity (GTP binding), % at 10 µM;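 active means GTP binding at least 20 percentage points away from the 100% baseline, in either direction, so actives lie on both sides; inconclusive means Compound likely fluorescent itself, or too few beads counted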
# Bim-Bcl-2: inhibitors of Bim-Bcl-2 binding, primary screen, biochemical, multiplexed, human Bcl-2 family | Apoptosis regulator Bcl-2 (Homo sapiens), P10415 | Bead-based flow cytometry, Bim peptide-Bcl-2 binding | inhibition, % at 10 µM | hit rate 0.06% among 190,000; in the data active means inhibition above about 40%; inconclusive means no clear call, values can overlap the other calls;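 further: 0% = no compound wells with probe peptide and 100% = reference peptide inhibitor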
# Target sequence (P10415 whole entry, looked up): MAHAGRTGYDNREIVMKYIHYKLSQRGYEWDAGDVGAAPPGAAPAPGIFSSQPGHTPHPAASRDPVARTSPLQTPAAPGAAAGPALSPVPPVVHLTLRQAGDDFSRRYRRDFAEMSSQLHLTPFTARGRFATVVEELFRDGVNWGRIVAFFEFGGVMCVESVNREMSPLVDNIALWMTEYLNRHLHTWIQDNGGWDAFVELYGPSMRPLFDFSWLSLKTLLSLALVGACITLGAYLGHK
# Bim-Bfl-1: inhibitors of Bim binding to Bfl-1, primary screen, biochemical, multiplexed, bead-based flow cytometry; hit rate 0.12% among 190,000; inhibition, % at 10 µM; Bcl-2-related protein A1 (Homo sapiens), Q16548; Bim-Bfl-1 binding inhibition;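 further: 0% = wells without compound plus tracer and 100% = blocker peptide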
# Cdc42 wt: modulators of GTP binding to wildtype Cdc42, primary screen, biochemical, multiplex bead flow cytometry, Bodipy-GTP. GST-Cdc42 beads; actives lie on both sides. hit rate 0.2% among 190,000. Cell division control protein 42 homolog (Homo sapiens), P60953. percent activity (GTP binding), % at 10 µM;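 active means percent activity GTP binding at least 20 points away from the 100% baseline, either down as inhibitor or up as activator; inconclusive means compound flagged as likely green fluorescent from well-wide comparison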;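 further: median bead fluorescence of bound Bodipy-FL-GTP at 100 nM; 0% = excess unlabeled GTP control and 100% = no compound control; below 100% means less GTP binding so inhibitor and above means activator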
# Target sequence (P60953 whole entry, looked up): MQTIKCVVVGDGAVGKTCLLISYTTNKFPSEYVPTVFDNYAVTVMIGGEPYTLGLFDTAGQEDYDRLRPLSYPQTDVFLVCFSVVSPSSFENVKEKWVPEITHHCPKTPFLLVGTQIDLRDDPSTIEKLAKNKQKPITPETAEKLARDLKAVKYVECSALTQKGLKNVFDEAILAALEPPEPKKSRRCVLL
# HRas wt GTP: modulators of GTP binding to HRas wildtype, primary screen, biochemical, bead-based flow cytometry, multiplex. GST-Ras wt beads, Bodipy-FL-GTP binding; actives lie on both sides. GTP binding activity, % at 10 µM. hit rate 0.14% among 190,000;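 active means GTP binding activity at least 20% away from the 100% baseline, either lowered as inhibitor or raised as activator; inconclusive means flagged as likely green fluorescent, judged across all proteins in the well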;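 further: 0% = unlabeled GTP competition control and 100% = no-compound control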
# Target sequence (P01112 whole entry, looked up): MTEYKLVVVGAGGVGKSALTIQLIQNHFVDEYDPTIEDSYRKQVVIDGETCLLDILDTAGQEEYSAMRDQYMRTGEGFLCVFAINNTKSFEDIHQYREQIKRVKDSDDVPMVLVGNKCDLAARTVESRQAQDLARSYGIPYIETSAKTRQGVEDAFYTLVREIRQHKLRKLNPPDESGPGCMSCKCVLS
# Rab2A wt mod: modulators of GTP binding to Rab2A wildtype, primary screen, biochemical, dog, bead-based flow cytometry, multiplex. AID 760, 2007. GST-Rab2 wt beads, Bodipy-GTP binding. GTP binding activity, % at 10 µM. Ras-related protein Rab-2A (Canis lupus familiaris), P61105. hit rate 0.19% among 190,000;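 active means GTP binding activity at least 20 points away from 100%, either lowered or raised; inconclusive means signal likely due to the compound's own green fluorescence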;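 further: 0% = beads with excess unlabeled GTP and 100% = no-compound control corrected for plate trend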
# An asterisk follows results filed as active; ? = inconclusive; [ ] = remark or other dose. Unless noted, no stated cut-off is given here; in the data, active means inhibition above about 40%.
SMILES,Rab7 wt modul,Bim-Bcl-XL,Rac1 wt GTP bind,Bim-Bcl-B,Bcl-W Bim block,Rac1 act GTP bind,Bim-Bcl-2,Bim-Bfl-1,Cdc42 wt,HRas wt GTP,Rab2A wt mod
CCOC(=O)C1=C(c2ccccc2)Nc2ncnn2C1c1cccc(OC)c1OC (stereo not given),99.0,-6.0,106.0,-7.0,3.0,101.0,-8.0,-15.0,103.0,100.0,99.0
O/N=C/c1ccccc1OCc1ccccc1Cl,101.0,0.0,99.0,-1.0,0.0,96.0,-1.0,0.0,99.0,100.0,97.0
COc1cc2nc(CN(C)Cc3ccc(Cl)cc3)[nH]c(=O)c2cc1OC,99.0,-3.0,99.0,0.0,-2.0,95.0,-3.0,-1.0,100.0,96.0,101.0
CCCn1nc(C(=O)OCC(=O)Nc2cccc(S(N)(=O)=O)c2)c2ccccc2c1=O,92.0,-6.0,94.0,-6.0,-5.0,92.0,-3.0,-6.0,89.0,95.0,94.0
CCN(CC)S(=O)(=O)c1ccc(-c2nnc(SCC(=O)Nc3nc(C)cs3)o2)cc1,96.0,-5.0,99.0,-2.0,-3.0,97.0,-5.0,-1.0,100.0,100.0,99.0
CCOC(=O)c1cn2cccnc2n1,101.0,3.0,102.0,-5.0,2.0,99.0,-6.0,-9.0,101.0,100.0,102.0
COc1cccc(NC(=O)CCNS(=O)(=O)c2cccc3nsnc23)c1,92.0,0.0,97.0,-3.0,0.0,97.0,0.0,-4.0,98.0,97.0,97.0
Cc1cc(C(=O)OCC(=O)c2c(N)n(C)c(=O)n(C)c2=O)c(C)o1,103.0,-8.0,102.0,-1.0,-5.0,100.0,-2.0,-1.0,102.0,104.0,101.0
O=C(Cc1n[nH]c(=O)c2ccccc12)N1CCN(c2ccc(F)cc2)CC1,94.0,-2.0,92.0,-4.0,-1.0,93.0,0.0,-6.0,95.0,92.0,93.0
COc1cc2c(cc1OC)-c1cc(NC3CCCCCCC3)nc(=O)n1CC2,91.0,19.0,89.0,13.0,13.0,88.0,0.0,-6.0,77.0*,77.0*,80.0
CCOC(=O)C1=C(C)OC(N)=C(C#N)C1c1cc2ccccc2nc1N1CCCCC1 (stereo not given),96.0,-1.0,105.0,-3.0,0.0,92.0,0.0,2.0,101.0,100.0,95.0
CCC(C)NC(=O)C(CCSC)NC(=O)c1ccccc1 (stereo not given),104.0,-4.0,104.0,0.0,-3.0,100.0,-3.0,-1.0,102.0,101.0,101.0
COc1ccc(C2C(C(C)=O)=C(O)C(=O)N2c2ccc(Br)cn2)cc1 (stereo not given),94.0,-5.0,92.0,-1.0,3.0,87.0,-2.0,-7.0,93.0,94.0,91.0
CCOC(=O)c1cc2c(C)n(-c3ccc(OCC)cc3)c(C)c2ccc1=O,89.0,2.0,103.0,5.0,3.0,97.0,12.0,8.0,100.0,97.0,97.0
CN1CCN(Cc2c(C#N)c3ccccc3n2C)CC1,102.0,-7.0,105.0,-7.0,-4.0,99.0,-7.0,-12.0,107.0,100.0,100.0
CCOC(=O)c1c(NC(=O)CSc2nnc(-c3c[nH]c4ccccc34)n2C)sc2c1CCCC2,95.0,-5.0,96.0,-5.0,-2.0,96.0,0.0,2.0,93.0,96.0,98.0
COc1ccc(S(=O)(=O)Nc2ccccc2C(=O)OC2CCCN(C)C2)cc1OC (stereo not given),98.0,0.0,100.0,-2.0,-2.0,100.0,-1.0,0.0,101.0,99.0,100.0
NC(=O)c1ccccc1NC(=O)Nc1cccc(Cl)c1Cl,97.0,-1.0,103.0,-2.0,0.0,101.0,0.0,-1.0,99.0,101.0,101.0
CN=c1scc(-c2ccc(Cl)cc2)n1C,97.0,-8.0,103.0,-12.0,-7.0,99.0,-6.0,-6.0,102.0,100.0,98.0
O=C(NCc1nnc(SCC(=O)N2CCCCCC2)o1)c1ccco1,98.0,-3.0,99.0,-11.0,-1.0,97.0,-8.0,-14.0,102.0,99.0,99.0
CCOc1ccc(C(=O)NC(C)C2COc3ccccc3O2)cc1 (stereo not given),96.0,-5.0,95.0,-5.0,1.0,94.0,-5.0,-8.0,95.0,94.0,95.0
N#CCCn1cc(C(=O)N2CCCCC2)c(-c2ccc([N+](=O)[O-])cc2)n1,107.0,-2.0,96.0,-3.0,0.0,97.0,2.0,-2.0,97.0,99.0,102.0
CC(c1ccccc1)N1CCN(C(=O)CCl)CC1 (stereo not given),99.0,-2.0,99.0,-7.0,-1.0,96.0,-4.0,-8.0,98.0,97.0,98.0
O=C(c1ccco1)N1CCN(C(c2ccccc2)c2nnnn2C2CCCC2)CC1 (stereo not given),104.0,-5.0,104.0,-11.0,-6.0,98.0,-3.0,-4.0,100.0,100.0,100.0
COc1ccc(N2CCN(C(=O)CSc3nnc(NC(=O)C4CCC4)s3)CC2)cc1,103.0,0.0,103.0,-1.0,3.0,97.0,1.0,-1.0,101.0,102.0,101.0

# Remaining list, next part
SMILES,Rab7 wt modul,Bim-Bcl-XL,Rac1 wt GTP bind,Bim-Bcl-B,Bcl-W Bim block,Rac1 act GTP bind,Bim-Bcl-2,Bim-Bfl-1,Cdc42 wt,HRas wt GTP,Rab2A wt mod
Cn1c2ccccc2c2nn(-c3ccccc3)c(=O)cc21,100.0,0.0,100.0,-1.0,0.0,98.0,0.0,0.0,101.0,99.0,100.0
CC(C)OCCCN1C(=O)c2[nH]nc(-c3ccccc3O)c2C1c1cccc(Cl)c1 (stereo not given),96.0,-9.0,99.0,-1.0,-8.0,98.0,1.0,3.0,101.0,98.0,99.0
Cc1nc2c(-c3ccccc3)c(C)nn2c(C)c1CCC(=O)N1CCOCC1,104.0,-1.0,104.0,-2.0,-4.0,100.0,0.0,0.0,103.0,103.0,102.0
Cc1nc2sc(C#N)c(N)c2c2c1CCCC2,98.0,3.0,96.0,1.0,0.0,95.0,3.0,0.0,96.0,97.0,97.0
CCCC(=O)N1CCN(c2ccc(NC(=O)c3cccs3)cc2Cl)CC1,95.0,-2.0,96.0,-4.0,1.0,91.0,-3.0,-6.0,91.0,97.0,92.0
COc1cc2c(cc1OC)CN(Cc1ccc(C)s1)CC2,99.0,-2.0,101.0,-2.0,0.0,100.0,-9.0,-9.0,105.0,101.0,100.0
O=C1c2oc3ccc(Br)cc3c(=O)c2C(c2cccc(F)c2)N1CCO (stereo not given),104.0,-7.0,123.0*[activator],-7.0,-1.0,105.0,-2.0,-13.0,109.0,104.0,106.0
CC(=O)c1cccc(NC(=S)NC(=O)c2cccc(C)c2)c1,98.0,-10.0,105.0,-8.0,-4.0,101.0,-4.0,0.0,101.0,100.0,100.0
C/C(Cn1nnc([N+](=O)[O-])n1)=N\NC(=O)c1cccc(Cl)c1,106.0,13.0,113.0,12.0,7.0,101.0,19.0,26.0,106.0,103.0,104.0
Cc1ccc(CCNS(=O)(=O)c2ccc(C)cc2)cc1,104.0,-6.0,105.0,-12.0,-2.0,99.0,-11.0,-20.0,103.0,100.0,102.0
COc1ccc(CCN(C)CCCC(C#N)(c2cc(OC)c(OC)c(OC)c2)C(C)C)cc1OC (stereo not given),96.0,-4.0,103.0,-4.0,-5.0,100.0,0.0,-2.0,101.0,102.0,101.0
CCn1nc(NS(=O)(=O)c2ccccc2)c2cc3cccc(C)c3nc21,102.0,-8.0,107.0,-9.0,-3.0,98.0,-13.0,-15.0,101.0,99.0,100.0
O=C(OCCCCN1C(=O)c2ccccc2C1=O)c1n[nH]c2ccccc12,98.0,0.0,101.0,-4.0,1.0,96.0,-2.0,-1.0,101.0,100.0,97.0
S=c1[nH]ccn1Cc1ccccc1,99.0,-3.0,99.0,-10.0,2.0,97.0,18.0,25.0,96.0,99.0,100.0
O=C(NCc1ccccn1)C12CC3CC(CC(C3)C1)C2,105.0,-2.0,99.0,-4.0,-1.0,95.0,-5.0,-10.0,95.0,100.0,99.0
CCn1nc(C(=O)Nc2ccccc2C)c(Cl)c1Cl,96.0,1.0,100.0,0.0,-1.0,98.0,0.0,-1.0,99.0,99.0,99.0
O=C1OC(C(=O)Nc2ccccc2)Cc2ccccc21 (stereo not given),106.0,1.0,98.0,0.0,2.0,96.0,5.0,-1.0,95.0,101.0,99.0
Cc1ccc(-c2ccc(/C=C/C(=O)c3ccccc3)o2)cc1,89.0,24.0,93.0,6.0,18.0,97.0,27.0,24.0,95.0,93.0,95.0
CCOC(=O)c1nc(Nc2ccc(C(C)=O)cc2)c2ccccc2n1,96.0,8.0,78.0*,5.0,5.0,88.0,1.0,-2.0,83.0,84.0,86.0
Cc1ccc(S(=O)(=O)N(CC(O)CN2CCOCC2)c2cc(Cl)ccc2Cl)cc1 (stereo not given),?,-6.0,?,-2.0,0.0,?,-2.0,-4.0,?,?,?
O=C(Oc1ccc2c(=O)c(Cl)coc2c1)c1cccnc1,102.0,12.0,98.0,3.0,3.0,98.0,5.0,-1.0,98.0,99.0,100.0
COc1ccc(/C=N/NC(=O)c2ccc3ccccc3c2)cc1OS(=O)(=O)c1ccc(NC(C)=O)cc1,96.0,-1.0,101.0,-1.0,0.0,99.0,-2.0,0.0,98.0,100.0,98.0
O=C(CCc1nnc(C2CCCCC2)o1)N1CCN(C2CCCCC2)CC1,100.0,0.0,98.0,-4.0,0.0,96.0,-2.0,-5.0,98.0,95.0,96.0
O=C(/C=C/c1cccc([N+](=O)[O-])c1)N1CCN(S(=O)(=O)c2cccs2)CC1,91.0,1.0,97.0,0.0,0.0,95.0,1.0,-2.0,95.0,96.0,97.0
O=C(COc1ccc(Cl)cc1Cl)NC(=S)Nc1ccccc1C(=O)O,91.0,-6.0,93.0,3.0,0.0,90.0,0.0,0.0,92.0,91.0,90.0
C=CCn1c(SCc2nc3ccccc3nc2C)nnc1-c1ccoc1C,106.0,0.0,99.0,3.0,1.0,99.0,3.0,0.0,103.0,105.0,105.0
